CaV13 FRET inh = Disruptors of the CACNA1D IQ motif to Ca2+-dependent inactivation inhibitor domain association, primary screening, Förster resonance energy transfer in intact living … | 340,000 compounds, 0.098% hits | HEK cells, CFP/YFP FRET ICDI-IQ, plate reader, 10 min; percent FRET-ratio fall versus neutral wells | AID 743397 | inhibition, % at 12.3 µM;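 active = mean replicate inhibition of at least 30% and at least 1% of replicates passing that level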;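 note: 0% = median of the neutral control wells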
Peg3 promoter = reduces Peg3 promoter-driven luciferase expression in HeLa; HeLa PEG-Prom luciferase reporter, luminescence, overnight; inhibition, % at 20 µM; 360,000 compounds, 1.7% hits; AID 588405;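 active = inhibition of at least 50% at 20 µM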
NR2E3 ag-1 = NR2E3 (human) agonism; AID 2300; 320,000 compounds, 0.12% hits; inhibition of corepressor binding, % at 4.78 µM; GST-NR2E3/biotin-RetCOR TR-FRET, 1536-well;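 active = percent inhibition above the cutoff of mean plus 3 SD of all tested compounds, set per screening campaign, cut at about 20% in these data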;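 note: 0% = DMSO wells and 100% = biotin wells as full block of FRET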
Target sequence (Q9Y5X4 whole entry, looked up): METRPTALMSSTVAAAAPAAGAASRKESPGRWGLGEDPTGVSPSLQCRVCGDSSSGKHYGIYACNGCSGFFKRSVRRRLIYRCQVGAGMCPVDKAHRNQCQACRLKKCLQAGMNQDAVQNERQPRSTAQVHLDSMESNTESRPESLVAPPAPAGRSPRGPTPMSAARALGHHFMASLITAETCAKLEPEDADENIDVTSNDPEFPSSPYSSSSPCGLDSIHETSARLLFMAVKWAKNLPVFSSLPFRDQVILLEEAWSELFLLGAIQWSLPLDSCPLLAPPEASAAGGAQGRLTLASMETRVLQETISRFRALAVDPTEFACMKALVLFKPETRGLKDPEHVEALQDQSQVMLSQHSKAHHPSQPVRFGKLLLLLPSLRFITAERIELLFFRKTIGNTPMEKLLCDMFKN
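System: GST-NR2E3 and biotin-RetCOR proteins; probe or stimulus: 7 nM biotin-RetCOR; doses: compound at 4.8 µM, single dose; schedule: Compound–protein incubation for 5 h at 4 °C; detection: time-resolved FRET; read-out: percent inhibition; controls: biotin wells as high control, 0.6% DMSO wells as low control; format: 1536-well plates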
Shn3 3UTR inh = Schnurri-3 reporter inhibition in Clone20 osteoblasts; Clone20 osteoblast Shn3 3'UTR firefly luciferase, 24 h; inhibition, % at 12.5 µM; 360,000 compounds, 0.52% hits;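 active = mean inhibition of at least 75% with every replicate also reaching 75%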;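 note: 0% = median of neutral control wells and 100% = pilot-screen positive control compound; some compounds past the cut are filed as inactive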
PDI turbidity = PDI (human) enzyme inhibition; inhibition, % at 10 µM; PDI insulin aggregation turbidity, A650, 90 min; 350,000 compounds, 0.052% hits; AID 588391; P07237;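 active = mean inhibition across replicates of 30% or more, whatever share of single replicates reach that level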;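 note: absorbance from insulin aggregation driven by PDI reduction with DTT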
Target sequence (P07237 whole entry, looked up): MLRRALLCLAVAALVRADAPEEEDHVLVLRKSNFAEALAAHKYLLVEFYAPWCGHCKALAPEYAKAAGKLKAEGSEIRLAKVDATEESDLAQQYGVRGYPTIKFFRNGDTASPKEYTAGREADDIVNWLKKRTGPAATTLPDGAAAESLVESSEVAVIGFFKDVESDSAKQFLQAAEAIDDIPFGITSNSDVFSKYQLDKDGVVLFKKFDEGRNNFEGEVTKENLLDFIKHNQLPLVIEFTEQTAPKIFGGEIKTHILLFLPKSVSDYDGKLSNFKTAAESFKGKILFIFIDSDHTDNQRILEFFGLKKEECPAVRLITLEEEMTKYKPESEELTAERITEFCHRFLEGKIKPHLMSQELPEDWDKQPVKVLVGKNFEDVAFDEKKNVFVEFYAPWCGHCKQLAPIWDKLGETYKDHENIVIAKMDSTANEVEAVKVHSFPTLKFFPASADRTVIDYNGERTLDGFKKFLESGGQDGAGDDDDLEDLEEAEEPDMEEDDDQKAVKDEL
NR2E3 ag-2 = activates human NR2E3 receptor. 360,000 compounds, 0.35% hits. AID 602229. CHO-S Gal4-NCOR/VP16-NR2E3 two-hybrid, luciferase. inhibition of corepressor binding, % at 3.98 µM. Q9Y5X4;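 active = inhibition above the mean of all tested compounds plus 3 SD, cut at about 70% in these data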;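 note: 0% = DMSO with NR2E3 transfected cells and 100% = cells lacking NR2E3 construct; higher means lower luciferase signal from less NR2E3 corepressor binding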
CF NFkB block = blocks PAF-induced NF-kB reporter in cystic fibrosis cells | 360,000 compounds, 0.86% hits | KKLEB NF-kB-GFP reporter, GFP fluorescence overnight | inhibition, % at 5 µM | AID 588850;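 active = at least 50% inhibition at 5 µM, scaled per plate between neutral and stimulator controls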;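 note: PAF is a Pseudomonas aeruginosa culture filtrate used as stimulus; plate controls were PAF-stimulated DMSO wells for no effect and unstimulated DMSO wells for full effect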
MITF TRPM1 inh = reduces MITF-dependent TRPM1 promoter luciferase signal | SK-MEL-5 TRPM1 promoter luciferase, 24 h | inhibition, % at 12.5 µM | 330,000 compounds, 0.83% hits | AID 488899;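 active = mean inhibition across replicates of 60% or more, whatever share of single replicates reaches that level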; note: values of inactives mirror those of a sister screen read the other way
KKLEB cytotox = reduces viability of KKLEB cystic fibrosis airway cells | 360,000 compounds, 0.36% hits | KKLEB CF airway cells viability, ATPlite luminescence, overnight; hits give low values; cells stimulated with P. aeruginosa culture filtrate | AID 602141 | activity change (cytotoxicity), % at 5 µM;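 active = corrected activity change at or below -50% at 5 µM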
Vif inh = inhibitors of HIV Vif; HEK293T cells, Vif self-association by quenched fluorescence, imaging, 24 h; inhibition, % at 7.49 µM; 340,000 compounds, 0.35% hits; in the data active = inhibition above about 50%, passing the limit was not always enough; note: some results filed as inactive read as strong as hits
HIF-2a inh = blocks HIF-2a reporter activity; 786-0 RCC cells HIF-2a reporter, luciferase luminescence, overnight; inhibition, % at 18.8 µM; 360,000 compounds, 0.72% hits;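 active = inhibition of the luminescence signal of 40% or more relative to plate controls, in a single-dose primary screen at 18.75 µM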
An asterisk follows results filed as active.

What do the screens show for `Cc1ccnc2nc(C(=O)OCC(=O)NC3CCCC(C)C3C)nn12` (configuration not stated)?
CaV13 FRET inh: -6; Peg3 promoter: -7; NR2E3 ag-1: 4; Shn3 3UTR inh: 1; PDI turbidity: -10; NR2E3 ag-2: 9; CF NFkB block: -16; MITF TRPM1 inh: 0; KKLEB cytotox: 11; Vif inh: -6; HIF-2a inh: 9

How did COc1ccc(COc2ncnc3ccc(Br)cc23)cc1F do in these assays?
CaV13 FRET inh: -4; Peg3 promoter: 3; NR2E3 ag-1: 2; Shn3 3UTR inh: 0; PDI turbidity: 3; NR2E3 ag-2: -10; CF NFkB block: 24; MITF TRPM1 inh: -18; KKLEB cytotox: -4; Vif inh: -2; HIF-2a inh: -58

What do the screens show for `Cc1ccc(CN=c2c([N+](=O)[O-])nn(-c3ccc(Cl)cc3)n2O)cc1`?
CaV13 FRET inh: -7; Peg3 promoter: -120; NR2E3 ag-1: 2; PDI turbidity: -2; NR2E3 ag-2: -31; CF NFkB block: -24; MITF TRPM1 inh: -4; KKLEB cytotox: 6; Vif inh: 9; HIF-2a inh: -140

How did O=C(COc1ncnc2ccccc12)NCc1ccco1 do in these assays?
CaV13 FRET inh: 1; Peg3 promoter: 4; NR2E3 ag-1: 5; Shn3 3UTR inh: -21; PDI turbidity: -9; NR2E3 ag-2: 3; CF NFkB block: 45; MITF TRPM1 inh: 1; KKLEB cytotox: 0; Vif inh: -7; HIF-2a inh: 4

How did COc1ccc(C(=O)C(C)Sc2nnc(C3CC3)n2C2CC2)cc1 (configuration not stated) do in these assays?
CaV13 FRET inh: -5; Peg3 promoter: 2; NR2E3 ag-1: 4; Shn3 3UTR inh: -12; PDI turbidity: -2; NR2E3 ag-2: -7; CF NFkB block: 10; MITF TRPM1 inh: -13; KKLEB cytotox: -2; Vif inh: -1; HIF-2a inh: -3

Results for O=C(COC(=O)c1cccc(S(=O)(=O)N2CCc3ccccc32)c1)NC1CCS(=O)(=O)C1 (configuration not stated) ?
Peg3 promoter: 3; NR2E3 ag-1: 0; Shn3 3UTR inh: 11; PDI turbidity: -9; NR2E3 ag-2: -3; CF NFkB block: 2; MITF TRPM1 inh: -3; KKLEB cytotox: 2; Vif inh: -1; HIF-2a inh: 0

Results for Cc1c(/C=C2\NC(=O)NC2=O)c2ccccc2n1C ?
CaV13 FRET inh: -1; Peg3 promoter: 17; NR2E3 ag-1: -8; Shn3 3UTR inh: 6; PDI turbidity: 0; NR2E3 ag-2: -8; CF NFkB block: 2; MITF TRPM1 inh: 16; KKLEB cytotox: 8; Vif inh: 0; HIF-2a inh: 16

What do the screens show for `Cc1csc(CNc2ncnc3ccc(-c4cccc(Cl)c4)cc23)c1`?
CaV13 FRET inh: -6; Peg3 promoter: 4; Shn3 3UTR inh: 9; PDI turbidity: 16; NR2E3 ag-2: 30; CF NFkB block: 42; MITF TRPM1 inh: -3; KKLEB cytotox: -12; Vif inh: 0; HIF-2a inh: 4

How did CNc1ccc(S(=O)(=O)NCC(=O)OCC(=O)Nc2cccc(Cl)c2Cl)cc1[N+](=O)[O-] do in these assays?
CaV13 FRET inh: -6; Peg3 promoter: 7; NR2E3 ag-1: -2; Shn3 3UTR inh: 1; PDI turbidity: -7; NR2E3 ag-2: -2; CF NFkB block: -6; MITF TRPM1 inh: 5; KKLEB cytotox: 0; Vif inh: -1; HIF-2a inh: 6

How did COC(=O)c1ccc(Cn2c(C)cc(C)[n+]2C)o1 do in these assays?
CaV13 FRET inh: -5; Peg3 promoter: -5; NR2E3 ag-1: 4; Shn3 3UTR inh: -20; PDI turbidity: -1; NR2E3 ag-2: -22; CF NFkB block: -4; MITF TRPM1 inh: 2; KKLEB cytotox: -3; Vif inh: 25; HIF-2a inh: 0

Random excerpt: 3 entries already listed
How did O=C(COc1ncnc2ccccc12)NCc1ccco1 do in these assays?
CaV13 FRET inh: 1; Peg3 promoter: 4; NR2E3 ag-1: 5; Shn3 3UTR inh: -21; PDI turbidity: -9; NR2E3 ag-2: 3; CF NFkB block: 45; MITF TRPM1 inh: 1; KKLEB cytotox: 0; Vif inh: -7; HIF-2a inh: 4

What do the screens show for `Cc1ccnc2nc(C(=O)OCC(=O)NC3CCCC(C)C3C)nn12` (configuration not stated)?
CaV13 FRET inh: -6; Peg3 promoter: -7; NR2E3 ag-1: 4; Shn3 3UTR inh: 1; PDI turbidity: -10; NR2E3 ag-2: 9; CF NFkB block: -16; MITF TRPM1 inh: 0; KKLEB cytotox: 11; Vif inh: -6; HIF-2a inh: 9

How did COC(=O)c1ccc(Cn2c(C)cc(C)[n+]2C)o1 do in these assays?
CaV13 FRET inh: -5; Peg3 promoter: -5; NR2E3 ag-1: 4; Shn3 3UTR inh: -20; PDI turbidity: -1; NR2E3 ag-2: -22; CF NFkB block: -4; MITF TRPM1 inh: 2; KKLEB cytotox: -3; Vif inh: 25; HIF-2a inh: 0

Continuation:
Results for CCOc1cc(C2C(C(=O)OC)=CN(C3CCCC3)C=C2C(=O)OC)cc(Br)c1O ?
Peg3 promoter: -1; NR2E3 ag-1: 6; Shn3 3UTR inh: 21; PDI turbidity: 4; NR2E3 ag-2: -11; CF NFkB block: 12; MITF TRPM1 inh: 11; KKLEB cytotox: -7; Vif inh: -3; HIF-2a inh: 15

Results for C[C@H](CO)N1C[C@H](C)[C@@H](CN(C)Cc2ccc(C(=O)O)cc2)Oc2ncc(-c3ccc(C(=O)N(C)C)cc3)cc2C1=O ?
CaV13 FRET inh: -3; Peg3 promoter: 1; Shn3 3UTR inh: 8; PDI turbidity: -6; NR2E3 ag-2: -7; CF NFkB block: 1; KKLEB cytotox: 15; Vif inh: -1; HIF-2a inh: 3

How did CCOc1cccc(/C=N/NC(=S)Nc2cc(S(=O)(=O)N3CCOCC3)ccc2N2CCOCC2)c1O do in these assays?
CaV13 FRET inh: -19; Peg3 promoter: 53*; NR2E3 ag-1: 0; Shn3 3UTR inh: 82; PDI turbidity: -6; NR2E3 ag-2: -3; CF NFkB block: 15; MITF TRPM1 inh: 44; KKLEB cytotox: -6; Vif inh: -8; HIF-2a inh: 19

How did Cc1nc([N+](=O)[O-])c(Br)n1CC(=O)c1ccc(F)cc1 do in these assays?
CaV13 FRET inh: -6; Peg3 promoter: 31; Shn3 3UTR inh: -4; PDI turbidity: -10; NR2E3 ag-2: 8; CF NFkB block: 20; MITF TRPM1 inh: 7; KKLEB cytotox: -1; Vif inh: 0; HIF-2a inh: 17

What do the screens show for `NS(=O)(=O)c1ccc(CCNC(=O)c2cc([N+](=O)[O-])ccc2N2CCOCC2)cc1`?
CaV13 FRET inh: -7; Peg3 promoter: 8; NR2E3 ag-1: -3; Shn3 3UTR inh: 0; PDI turbidity: -3; NR2E3 ag-2: -14; CF NFkB block: 2; MITF TRPM1 inh: 8; KKLEB cytotox: 10; Vif inh: 27; HIF-2a inh: 6

How did C[C@H]1CN(Cc2ccccc2)C(=O)[C@@H]1CC(=O)NCc1ccccc1 do in these assays?
CaV13 FRET inh: -11; Peg3 promoter: 7; NR2E3 ag-1: 4; Shn3 3UTR inh: 1; PDI turbidity: -4; NR2E3 ag-2: -23; CF NFkB block: 13; MITF TRPM1 inh: -3; KKLEB cytotox: 6; Vif inh: 14; HIF-2a inh: 13

How did CCCCn1c(C2CCCCC2)nc2cc3[nH]c(=O)c(C(C)C)nc3cc21 do in these assays?
CaV13 FRET inh: -9; Peg3 promoter: 19; NR2E3 ag-1: 2; Shn3 3UTR inh: -8; PDI turbidity: -4; NR2E3 ag-2: -14; CF NFkB block: -8; MITF TRPM1 inh: -13; KKLEB cytotox: -2; Vif inh: -2; HIF-2a inh: 16

What do the screens show for `CCOC(=O)C(C(=O)OCC)C1CS(=O)(=O)CC1C(C(=O)OCC)C(=O)OCC` (configuration not stated)?
Peg3 promoter: 18; NR2E3 ag-1: 2; PDI turbidity: -5; NR2E3 ag-2: 1; CF NFkB block: -10; MITF TRPM1 inh: 3; KKLEB cytotox: 9; HIF-2a inh: 3

Results for CC(=O)c1cc(C#N)c(N2CCCCC2)nc1C ?
CaV13 FRET inh: 2; Peg3 promoter: 10; NR2E3 ag-1: 1; Shn3 3UTR inh: 10; PDI turbidity: -4; NR2E3 ag-2: -24; CF NFkB block: 3; MITF TRPM1 inh: -7; KKLEB cytotox: -5; Vif inh: 0; HIF-2a inh: 8

Results for CCOC(=O)N1CCC(NC(=O)C2CCN(C(=O)N3CCOc4ccccc43)CC2)CC1 ?
CaV13 FRET inh: -4; Peg3 promoter: -1; NR2E3 ag-1: 1; Shn3 3UTR inh: 19; PDI turbidity: -1; NR2E3 ag-2: -14; CF NFkB block: 4; MITF TRPM1 inh: 8; KKLEB cytotox: -15; Vif inh: 8; HIF-2a inh: 8

How did O=C(O)c1ccccc1C(=O)c1cccc2ccccc12 do in these assays?
CaV13 FRET inh: -4; Peg3 promoter: 3; NR2E3 ag-1: 1; Shn3 3UTR inh: 3; PDI turbidity: 25; NR2E3 ag-2: -8; CF NFkB block: -2; MITF TRPM1 inh: -15; KKLEB cytotox: 1; Vif inh: -3; HIF-2a inh: 20

How did COc1ccc(C2NC(=O)CCC2[N+](=O)[O-])c(OC)c1OC (configuration not stated) do in these assays?
CaV13 FRET inh: -2; Peg3 promoter: 0; NR2E3 ag-1: 5; Shn3 3UTR inh: 12; PDI turbidity: 8; NR2E3 ag-2: -8; CF NFkB block: -6; MITF TRPM1 inh: 2; KKLEB cytotox: -14; Vif inh: 12; HIF-2a inh: 7

How did CCOC(=O)C1=C(C)OC(N)=C(C#N)C1c1cc2c(cc1Br)OCO2 (configuration not stated) do in these assays?
CaV13 FRET inh: -5; Peg3 promoter: 3; NR2E3 ag-1: 6; Shn3 3UTR inh: 6; PDI turbidity: 6; NR2E3 ag-2: 6; CF NFkB block: -3; MITF TRPM1 inh: 4; KKLEB cytotox: -6; Vif inh: -5; HIF-2a inh: 7

How did Cc1ccc2nc(-c3ccc(-c4cccc(Cl)c4)cc3)c(NCc3ccccc3)n2c1 do in these assays?
CaV13 FRET inh: -11; Peg3 promoter: -108; NR2E3 ag-1: 3; Shn3 3UTR inh: 31; PDI turbidity: -7; NR2E3 ag-2: -28; CF NFkB block: -18; MITF TRPM1 inh: -25; KKLEB cytotox: -15; Vif inh: 4; HIF-2a inh: -176

What do the screens show for `Cc1c(C(=O)Nc2ccncc2)sc2nc(-c3ccccc3)cn12`?
CaV13 FRET inh: -6; Peg3 promoter: -45; NR2E3 ag-1: -4; Shn3 3UTR inh: 55; NR2E3 ag-2: 20; CF NFkB block: -18; KKLEB cytotox: 7; Vif inh: -9; HIF-2a inh: -103

Screening data from PubChem.
